ROMK primary – human ROMK K+ channel modulation, primary screen; P48048; Tet-inducible ROMK, thallium flux fluorescence; actives lie on both sides; B-score at 10 µM; actives 2% (n = 130,000); AID 1918;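 active means signal ratio slope over the read window, or its plate-corrected B-score, at least 3 SD from the plate mean, either direction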;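 further: B-score of the F/F0 ratio slope over 7 to 12 s after thallium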
Target sequence (P48048 whole entry, looked up): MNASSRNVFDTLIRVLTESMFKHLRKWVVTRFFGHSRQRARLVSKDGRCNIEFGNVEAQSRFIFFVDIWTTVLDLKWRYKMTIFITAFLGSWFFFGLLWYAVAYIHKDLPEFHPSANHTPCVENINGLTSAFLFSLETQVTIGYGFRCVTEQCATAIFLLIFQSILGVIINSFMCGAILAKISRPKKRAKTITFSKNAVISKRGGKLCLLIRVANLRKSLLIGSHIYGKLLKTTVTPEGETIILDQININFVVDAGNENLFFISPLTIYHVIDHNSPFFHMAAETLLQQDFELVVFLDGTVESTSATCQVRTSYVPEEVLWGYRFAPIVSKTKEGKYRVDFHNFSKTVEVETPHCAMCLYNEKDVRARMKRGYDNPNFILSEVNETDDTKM
bIAP act – intestinal alkaline phosphatase (bovine) activation; purified bovine IAP, CDP-star luminescence, 30 min; hits give high values; fold of DMSO-control signal, blank-subtracted; activation factor at 20 µM; actives 0.17% (n = 200,000);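 active means activation factor of 2 or more at 20 µM, a signal rise over negative controls twice the positive control's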
PPARg SRC-2 ag – agonists of SRC-2 recruitment by human PPARgamma | AID 1032 | PPARgamma LBD-SRC-2 recruitment, biochemical | activation, % at 8 µM | actives 0.34% (n = 200,000) | P37231; in the data active means activation above about 22%;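 further: 0% = vehicle and 100% = reference agonist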
Target sequence (P37231 whole entry, looked up, the tested form may be a part): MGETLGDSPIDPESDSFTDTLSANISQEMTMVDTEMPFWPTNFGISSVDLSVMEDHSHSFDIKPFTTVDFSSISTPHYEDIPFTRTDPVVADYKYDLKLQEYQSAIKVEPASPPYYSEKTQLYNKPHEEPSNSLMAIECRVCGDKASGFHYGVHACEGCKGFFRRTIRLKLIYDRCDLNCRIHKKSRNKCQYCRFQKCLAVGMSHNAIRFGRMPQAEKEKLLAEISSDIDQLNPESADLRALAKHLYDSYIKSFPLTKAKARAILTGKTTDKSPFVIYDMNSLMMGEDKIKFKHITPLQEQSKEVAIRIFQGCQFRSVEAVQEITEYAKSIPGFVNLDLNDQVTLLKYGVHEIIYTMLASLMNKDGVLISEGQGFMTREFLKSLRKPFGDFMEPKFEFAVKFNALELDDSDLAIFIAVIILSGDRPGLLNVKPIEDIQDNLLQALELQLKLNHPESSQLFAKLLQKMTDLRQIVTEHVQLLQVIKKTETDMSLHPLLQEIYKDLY
PPARg SRC1 recr – agonists of human PPARgamma SRC-1 coactivator recruitment | PPARgamma-SRC-1 coactivator recruitment biochemical assay | activation, % at 8 µM | actives 0.41% (n = 200,000) | AID 631 | P37231; in the data active means activation above about 19%;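 further: 0% = DMSO and 100% = reference agonist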
bIAP inhibitor – intestinal alkaline phosphatase (bovine) inhibition; purified bovine IAP, CDP-star luminescence, 30 min; inhibition, % at 20 µM; 190,000 tested, under 10 active; AID 1019;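 active means over 50% inhibition of intestinal alkaline phosphatase at 20 µM in the single-dose screen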
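test system = bovine IAP enzyme | medium = DEA buffer 100 mM, pH 9.8, with MgCl2 1.0 mM, ZnCl2 0.02 mM | detection = luminescence | dosing = single compound dose of 20 µM, 2% DMSO final | incubation = 30 min reaction at room temperature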
TR-FRET SRC-2 ct – counter-screen for PPARgamma SRC-2 recruitment agonists: TR-FRET artefact. actives 0.4% (n = 200,000). hits give high values. TR-FRET ratio at 8 µM; in the data active means TR-FRET ratio above about 2000; further: inactives centre near 1500
STAT3 activator – increases IL-6 driven STAT3 reporter signal; actives 0.91% (n = 190,000); activation (% of control), % at 5.6 µM; U3A cells, IL-6 STAT3-luciferase reporter, luminescence; 100% = signal with IL-6 EC80 alone;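 active means activation above the screen-wide mean of compound activation plus 3 SD, cut at about 130% in these data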;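 further: 0% = background luminescence of wells with medium and substrate only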
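Test system: STAT3-luciferase reporter U3A cells; Detection: reporter luminescence signal; Times: 1 h compound pre-exposure, 6 h IL-6 stimulation, 37 °C; Benchmarks: IL-6-only high control; Also added: IL-6 stimulus at 33 ng/mL final.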
STAT1 inh – reduces IFN-gamma driven STAT1 reporter signal; NIH 3T3 STAT1-luciferase reporter, luminescence; AID 920; inhibition, % at 5.5 µM; actives 0.35% (n = 200,000);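 active means inhibition above a set limit, the mean inhibition across all tested compounds plus 3 SD, cut at about 34% in these data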;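 further: 0% = IFN-gamma with DMSO and 100% = IFN-gamma with 300 µM nifuroxazide; values of inactives mirror those of a sister screen read the other way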
STAT3 blocker – inhibitors of IL-6 induced STAT3 signaling; U3A cells, IL-6 STAT3-luciferase reporter, luminescence; host cell line lacks STAT1; inhibition, % at 5.5 µM; actives 0.89% (n = 190,000);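 active means inhibition above the mean inhibition across all screened compounds plus 3 SD, cut at about 44% in these data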;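 further: 0% = DMSO only wells and 100% = 100 µM nifuroxazide control wells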
PPARg SRC3 recr – promotes SRC-3 coactivator recruitment by human PPARgamma; biochemical PPARgamma/SRC-3 coactivator recruitment assay; activation, % at 8 µM; actives 0.26% (n = 200,000); in the data active means activation above about 23%;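 further: 0% = DMSO and 100% = reference agonist; some compounds past the cut are filed as inactive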
TNAP act hi DEA – activators of human TNAP at high phosphate acceptor concentration | purified TNAP, CDP-star luminescence, 1 M DEA, 30 min; hits give high values; 0 = EDTA background, 1 = DMSO-only activity | P05186 | 200,000 tested, under 10 active | activation factor at 20 µM;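 active means activation factor at least 2 at 20 µM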
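Assay system: human TNAP; Input: enzyme diluted 1/800 final; Reagent: CDP-star luminogenic substrate at 100 µM final; Timing: 30 min, room temperature; Signal: luminescence; Evaluation: TNAP activation factor scaled between EDTA and DMSO control wells.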
Starred values were filed as active, the others as inactive; · = not tested or not shown. Hits appear at their usual frequency; overall some 3.7% were active at least once.

#	SMILES	ROMK primary	bIAP act	PPARg SRC-2 ag	PPARg SRC1 recr	bIAP inhibitor	TR-FRET SRC-2 ct
1	O=C(NCC1CCCO1)c1ccc(CS(=O)(=O)c2ccc(Br)cc2)o1 (centres undefined)	·	0.9	3	0	11	1722
2	CCC(=O)NC(=S)Nc1cccc(NC(=O)CC)c1	·	0.9	1	0	7	1537
3	CCOc1ccc2[nH]c(C)c(CN(C)C)c(=O)c2c1	·	0.9	2	-1	11	1443
4	NC(=O)C1(N2CCCCC2)CCN(C(=O)CSc2nc3ccccc3[nH]2)CC1	-0.63	0.9	0	2	8	1468
5	Cc1ccc(N2C(=O)C3ON(c4ccccc4)C(c4ccncc4)C3C2=O)c(C)c1 (centres undefined)	-0.24	1.1	5	-1	-6	1591
6	CN(C)/C=C(\C(=O)c1ccc(F)cc1F)c1nnnn1-c1ccccc1	0.33	1.1	0	3	-7	1588
7	CN1C(=O)C2(c3ccccc31)C1CCCC=C1C(C#N)=C(N)C2(C#N)C#N (centres undefined)	·	1.1	2	-1	-11	1509
8	CCn1c(SCCC(=O)Nc2ccccc2)nnc1-c1ccc(OC)cc1	·	1	9	6	3	1666
9	CC(=O)N1CCc2cc(S(=O)(=O)NCCC(=O)Nc3cccc(C)c3C)ccc21	·	1	-9	-6	-1	1411
10	Cc1ccc(N(CN2C(=O)C3CC=CCC3C2=O)C(=O)c2ccco2)cc1Cl (centres undefined)	-2.2	1	-10	-5	-1	1543
11	C=C1c2cc(OC)ccc2NC(=O)N1CC	1	1	-1	-5	-1	1532
12	Fc1ccc(OCCCCCN2CCCC2)cc1	0.48	1	1	-2	4	1559
13	COc1ccc(CCN2C(=O)CC(NNC(=O)c3ccccc3Br)C2=O)cc1OC (centres undefined)	-0.11	1.2	0	5	-17	1661
14	CN(C)S(=O)(=O)N1CCN(S(=O)(=O)c2ccc3ccccc3c2)CC1	-0.7	0.9	-4	-9	11	1262
15	Cn1ccnc1SCC(=O)Nc1ccc(Oc2ccccc2)cc1	·	1	-4	-3	0	1647

#	STAT3 activator	STAT1 inh	STAT3 blocker	PPARg SRC3 recr	TNAP act hi DEA
1	104	2	4	2	1
2	91	7	18	1	1
3	98	0	7	-1	1.1
4	101	-6	2	2	1
5	101	-5	2	-6	1
6	103	1	1	0	1
7	107	-1	-3	6	1
8	95	4	11	6	1
9	100	10	7	-1	1
10	112	5	-10	2	1.1
11	96	-2	5	-3	1
12	95	-4	14	-4	1.1
13	104	2	-5	3	1.1
14	92	2	15	-7	1
15	94	-15	13	5	1

Next section:
#	SMILES	ROMK primary	bIAP act	PPARg SRC-2 ag	PPARg SRC1 recr	bIAP inhibitor	TR-FRET SRC-2 ct
16	Cc1nn(-c2ccc(F)cc2)c(Cl)c1/C=N/NC(=O)c1cccs1	-0.27	1	-1	2	3	1385
17	Cc1nc2scc(-c3ccccc3)c2c(=O)n1N	·	0.9	5	-9	9	1568
18	C1=Nc2ccccc2CN1c1ccccc1	0.41	1.1	-2	-8	-9	1486
19	C=CCn1c(COc2ccccc2)nnc1SCc1ccc(C#N)cc1	·	0.9	4	8	14	1557
20	Cc1ccc(C)c(CN2CCNC2=O)c1	-0.56	0.9	2	-1	13	1365
21	CC(C)Oc1ccc(C(=O)Nc2nnc(SCC(=O)N3CCOCC3)s2)cc1	·	1	3	4	2	1718
22	O=S(=O)(NCC1CC1)c1cccc(S(=O)(=O)N2CCCC2)c1	·	0.8	-3	-3	17	1414
23	CCOC(=O)c1ccccc1NC(=O)Cn1cnc2c(cnn2C(C)(C)C)c1=O	-0.058	0.9	-9	5	5	1489
24	CSc1ccc(S(=O)(=O)NCc2ccccc2C)cc1	-0.59	0.9	0	3	12	1668
25	CC1CCN(Cc2nc(-c3ccccc3)no2)CC1	0.7	·	6	-1	·	1434
26	COc1cc(/C=C/c2cc(C(=O)O)c3ccccc3n2)cc(OC)c1O	-0.15	1	9	14	2	1626
27	CCc1ccccc1NC(=S)NC1CC2CCC(C1)N2Cc1ccc(F)cc1 (centres undefined)	-1.1	1.1	-5	-6	-13	1435
28	Cc1cc(NC(=O)CSc2nc3c(c(=O)n(C)c(=O)n3C)n2C(C)C)no1	·	1	3	2	4	1354
29	CS(=O)(=O)c1ccc2nc(NC(=O)c3cc4ccccc4o3)sc2c1	1.4	0.8	2	4	15	1478
30	Cc1cc2oc(=O)cc(CN3CCN(S(=O)(=O)/C=C/c4ccccc4)CC3)c2cc1C	0.44	1	-3	4	-1	1589

#	STAT3 activator	STAT1 inh	STAT3 blocker	PPARg SRC3 recr	TNAP act hi DEA
16	100	-47	2	-4	1
17	96	-3	8	-10	1
18	110	-34	-12	-1	1.1
19	98	1	12	-6	1
20	102	-3	5	1	1
21	40	21	70*	3	1
22	93	5	15	-6	1.1
23	109	-13	-6	-19	1
24	108	-2	-8	4	1.1
25	104	-46	-1	-1	·
26	99	-2	9	13	0.7
27	105	-1	0	-5	1.1
28	110	3	-9	4	1
29	98	-15	2	-4	1.1
30	101	-9	-3	-3	1

3 compounds picked at random from those above, as already listed:
#	SMILES	ROMK primary	bIAP act	PPARg SRC-2 ag	PPARg SRC1 recr	bIAP inhibitor	TR-FRET SRC-2 ct
20	Cc1ccc(C)c(CN2CCNC2=O)c1	-0.56	0.9	2	-1	13	1365
16	Cc1nn(-c2ccc(F)cc2)c(Cl)c1/C=N/NC(=O)c1cccs1	-0.27	1	-1	2	3	1385
28	Cc1cc(NC(=O)CSc2nc3c(c(=O)n(C)c(=O)n3C)n2C(C)C)no1	·	1	3	2	4	1354

#	STAT3 activator	STAT1 inh	STAT3 blocker	PPARg SRC3 recr	TNAP act hi DEA
20	102	-3	5	1	1
16	100	-47	2	-4	1
28	110	3	-9	4	1

Whole records, quoted from the list. Values in the order: ROMK primary, bIAP act, PPARg SRC-2 ag, PPARg SRC1 recr, bIAP inhibitor, TR-FRET SRC-2 ct, STAT3 activator, STAT1 inh, STAT3 blocker, PPARg SRC3 recr, TNAP act hi DEA
C1=Nc2ccccc2CN1c1ccccc1 is listed with 0.41, 1.1, -2, -8, -9, 1486, 110, -34, -12, -1, 1.1
CCc1ccccc1NC(=S)NC1CC2CCC(C1)N2Cc1ccc(F)cc1 (centres undefined) is listed with -1.1, 1.1, -5, -6, -13, 1435, 105, -1, 0, -5, 1.1

Additional records
#	SMILES	ROMK primary	bIAP act	PPARg SRC-2 ag	PPARg SRC1 recr	bIAP inhibitor	TR-FRET SRC-2 ct
31	COc1cccc(CNC(=O)C2CCN(S(=O)(=O)c3cccc4cccnc34)CC2)c1	0.053	0.8	1	-1	17	1505
32	CC(N)C12CC3CC(C1)CC(C(C)N)(C3)C2 (centres undefined)	0.92	0.8	-3	-1	21	1364
33	COc1ccc(NC(=O)CSc2nc(N)c(-c3ccccc3)c(=O)[nH]2)cc1	0.42	1	3	4	4	1411
34	CC1=NN(c2ccccc2)C(=O)/C1=C\C=C1\N(C)c2ccccc2C1(C)C	·	1	-8	1	0	1606
35	CC1CCCCN1C(=O)COc1ccccc1F (centres undefined)	-0.5	0.9	14	1	8	1519
36	Cc1ccc(-c2nnc(Nc3ccccc3)c3ccccc23)cc1S(=O)(=O)NCC1CCCO1 (centres undefined)	·	0.9	-1	3	6	1440
37	CCCOC(=O)C1=C(C)NC2=C(C(=O)CCC2)C1c1cccc(OC)c1OC (centres undefined)	·	1.2	5	-3	-24	1765
38	COc1ccccc1Nc1nc(N)nc(-c2cc3ccccc3o2)n1	·	0.9	14	2	8	1625
39	COc1ccc(C(=O)c2cn[nH]c2-c2cc(Cl)ccc2O)cc1	·	1.3	-5	5	-26	1589
40	Cc1ccnc(NS(=O)(=O)c2ccc(NS(=O)(=O)Cc3ccccc3)cc2)n1	·	0.9	1	-2	7	1518
41	CCc1ccc(NC2=CC(=O)CC(c3ccco3)C2)cc1 (centres undefined)	·	0.9	0	-2	14	1472
42	O=C(CSc1nnnn1C1CCCCC1)Nc1ccc(F)cc1	0.63	1	-5	3	-1	1546
43	Cc1ccc(NC(=O)Cc2nn(C)c(=O)c3ccccc23)cc1F	-1.5	1	5	-2	-2	1577
44	CCC(C)(C)C1CCc2c(sc(N)c2C(N)=O)C1 (centres undefined)	-0.96	0.8	4	2	15	1734
45	O=C(Nc1cccc(Cl)c1)Nc1ccccc1C(=O)NCc1ccco1	1.2	0.9	-9	1	12	1386
46	Cc1ccc(OCc2nnc(SCC(=O)Nc3cccc4ccccc34)n2-c2ccccc2)cc1	·	0.9	-10	-1	8	1640
47	C/C(=C1\SC(N2CCOCC2)=NC1=O)c1ccc(C)cc1	-0.62	1	0	-1	4	1511

#	STAT3 activator	STAT1 inh	STAT3 blocker	PPARg SRC3 recr	TNAP act hi DEA
31	101	-2	-1	-1	1.1
32	100	5	3	0	1
33	102	-1	-4	-1	1
34	93	0	12	2	0.5
35	95	-1	8	5	1.1
36	106	-10	-8	1	1.1
37	95	2	9	5	1.1
38	98	-18	8	5	1
39	94	1	12	-3	1.1
40	94	6	9	-7	1.1
41	100	1	5	-2	1
42	103	-5	3	2	1
43	30	30	85*	14	1
44	105	6	-5	0	1
45	99	-7	2	1	1
46	105	-7	-2	1	1
47	99	2	9	-5	1
